Cardio protect – cardioprotection against H2O2-induced cell death, primary screen, uHTS, H9c2 cells, ATPLite luminescence; H9c2 cardiomyocytes, H2O2 injury protection, 2 h; hit rate 0.63% among 360,000; protection from H2O2 cell death, % at 20 µM;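 active = compounds giving at least 50% protection of heart cells from peroxide-induced death in the single-dose screen, raw or plate-pattern-corrected value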;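 also: 0% = DMSO wells with peroxide and 100% = DMSO wells without peroxide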
PDI inh – inhibitors of human PDI, primary screen, biochemical, turbidity, single point, plate reader | AID 588391, 2011 | PDI insulin aggregation turbidity, A650, 90 min | Protein disulfide-isomerase (Homo sapiens), P07237 | hit rate 0.052% among 350,000 | inhibition, % at 10 µM;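 active = mean inhibition across replicates of 30% or more, whatever share of single replicates reach that level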;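 also: absorbance from insulin aggregation driven by PDI reduction with DTT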
Vif imaging – HIV Vif self-association inhibitors, primary screen, imaging, HEK293T, single point; HEK293T cells, Vif self-association by quenched fluorescence, 24 h; inhibition, % at 7.49 µM; hit rate 0.35% among 340,000; AID 602346, 2012; in the data active = inhibition above about 50%, passing the limit was not always enough; also: some results filed as inactive read as strong as hits
CaV13 FRET inh – Primary screen for inhibitors of IQ motif and Ca2+-dependent inactivation inhibitor domain binding in CACNA1D, Förster resonance energy transfer in living cells, …; HEK cells, CFP/YFP FRET ICDI-IQ, plate reader, 10 min; percent FRET-ratio fall versus neutral wells; hit rate 0.098% among 340,000; inhibition, % at 12.3 µM;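 active = mean replicate inhibition of at least 30% and at least 1% of replicates passing that level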;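 also: 0% = median of the neutral control wells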
N-glyco inh – increase of ERlucT glycosylation luciferase signal, primary screen, N-linked glycosylation inhibitor project, D54 ERlucT cells, luminescence, set 2 | D54 ERlucT glycosylation luciferase reporter, 24 h; percent of 100 nM tunicamycin response | reporter increase, % at 12.5 µM | hit rate 0.23% among 360,000;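 active = mean luciferase reporter signal, scaled so untreated is 0 and the glycosylation-blocking control 100, at or above a set limit in every replicate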;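 also: luciferase carries N-glycosylation sites so blocking glycosylation raises the light; 0% = median of neutral control wells and 100% = median of 100 nM tunicamycin wells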
HTR2A ag – mouse Htr2a agonists via beta-arrestin recruitment, primary screen, cell-based, luminescence; hit rate 0.66% among 360,000; activation, % at 7.6 µM; CHO-K1 mHTR2A beta-arrestin complementation; percent of 30 µM serotonin response; 5-hydroxytryptamine receptor 2A (Mus musculus), P35363;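 active = activation above a run cutoff, the mean activation of all tested compounds plus 3 SD, cut at about 14% in these data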;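 also: 0% = plate median of compound wells and 100% = 30 µM serotonin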
Target sequence (P35363 whole entry, looked up): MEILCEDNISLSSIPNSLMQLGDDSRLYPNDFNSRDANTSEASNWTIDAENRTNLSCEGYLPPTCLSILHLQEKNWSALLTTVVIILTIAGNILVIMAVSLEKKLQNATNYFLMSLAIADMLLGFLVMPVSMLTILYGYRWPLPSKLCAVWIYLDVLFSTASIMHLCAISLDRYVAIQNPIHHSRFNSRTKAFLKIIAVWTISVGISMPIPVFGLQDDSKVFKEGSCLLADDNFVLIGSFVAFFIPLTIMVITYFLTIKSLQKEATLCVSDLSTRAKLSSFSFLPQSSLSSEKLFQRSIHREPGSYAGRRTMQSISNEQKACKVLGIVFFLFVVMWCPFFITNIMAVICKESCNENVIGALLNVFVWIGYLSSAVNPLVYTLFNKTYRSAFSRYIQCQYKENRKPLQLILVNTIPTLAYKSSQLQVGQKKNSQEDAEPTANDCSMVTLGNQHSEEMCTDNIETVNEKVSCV
MC4R antag cAMP – MC4R antagonists of cAMP signaling, primary screen, cell-based, TR-FRET, antagonist arm of biased-ligand search; Melanocortin receptor 4 (Homo sapiens), P32245; MC4R-expressing cells, MTII-stimulated cAMP, LANCE TR-FRET; hit rate 0.48% among 360,000; AID 540295, 2011; inhibition, % at 6.5 µM;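 active = inhibition above its plate's cutoff, the mean of tested wells on that plate plus 3 SD, cut at about 29% in these data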;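 also: 0% = Melanotan II alone and 100% = Melanotan II plus saturating MCL0020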
Target sequence (P32245 whole entry, looked up): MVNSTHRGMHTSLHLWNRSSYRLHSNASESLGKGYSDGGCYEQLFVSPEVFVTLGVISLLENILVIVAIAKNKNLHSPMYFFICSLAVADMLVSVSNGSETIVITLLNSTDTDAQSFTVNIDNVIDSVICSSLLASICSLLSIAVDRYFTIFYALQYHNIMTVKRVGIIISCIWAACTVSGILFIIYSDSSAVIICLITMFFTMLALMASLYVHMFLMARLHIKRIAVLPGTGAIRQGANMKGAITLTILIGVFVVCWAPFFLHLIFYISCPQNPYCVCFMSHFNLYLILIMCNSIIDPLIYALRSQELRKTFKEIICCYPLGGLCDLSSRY
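System: U2OS cells stably expressing human melanocortin 4 receptor (MC4R). Reagent: Melanotan II challenge after compound preincubation. Doses: 6.5 µM. Times: 30-min compound, 1-h challenge, 1-h detection, room temperature. Measured by: TR-FRET with Eu-cAMP and labeled anti-cAMP, 671 nm. Replicates: singlicate.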
ABCB6 inh MLPCN – ABCB6 transporter inhibitors, primary screen, K562-ABCB6 cells, flow cytometry, MLPCN library; ATP-binding cassette sub-family B member 6 (Homo sapiens), Q9NP58; K562-ABCB6 porphyrin accumulation, 1 h; active compounds read low; fluorescence ratio to DMSO, % at 10 µM; hit rate 0.19% among 360,000;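 active = fluorescence ratio to DMSO below 75%, the collection mean minus 3 SD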;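 also: signal is porphyrin accumulated inside mitochondria; 100% equals median channel fluorescence of DMSO control wells; lower ratio means ABCB6 inhibition with less porphyrin fluorescence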
MC4R barr agon – MC4R agonists recruiting beta-arrestin, primary screen, cell-based, luminescence, agonist arm of biased-ligand search | activation, % at 8.9 µM | U2OS MC4R beta-arrestin complementation; percent of melanotan II response, DMSO zero | AID 540308, 2011 | Melanocortin receptor 4 (Homo sapiens), P32245 | hit rate 0.98% among 360,000;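 active = activation above a per-plate cutoff, the mean activation of sample wells on that plate plus 3 SD, cut at about 8% in these data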
aDG glyco act – activators of alpha-DG glycosylation, primary screen, uHTS, Pro5-aDG cells, AlphaScreen; hit rate 0.22% among 360,000; alpha-DG glycosylation AlphaScreen (IIH6); 0% Pro5, 100% B10-LARGE cell signal; activation, % at 10 µM;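 active = activation of at least 8% versus controls, or a plate z-score of at least 8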;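 also: Pro5 are CHO cells carrying HIG-tagged alpha-DG that lacks glycosylation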
An asterisk follows results filed as active; . = not tested or not shown.

SMILES	Cardio protect	PDI inh	Vif imaging	CaV13 FRET inh	N-glyco inh	HTR2A ag	MC4R antag cAMP	ABCB6 inh MLPCN	MC4R barr agon	aDG glyco act
Cc1ccc(-n2c(SCC(=O)Nc3ccc4c(c3)OCCO4)nnc2-c2ccco2)cc1	10	4	2	-5	-1	-3	3	96	1.1	-0.1
COc1cc(/C=C(\C#N)C(=O)NCC2CCCO2)ccc1OC(=O)c1ccco1 (stereo unspecified)	7	4	-7	-18	1	-5	-8	104	-5.0	0.1
O=C(Cn1nc(C(=O)O)c2ccccc2c1=O)NCCC1=CCCCC1	26	16	.	.	3	7	6	95	1.5	0.7
Cc1ccc(CNC(=O)C(=O)c2cn(CC(=O)N3CCOCC3)c3ccccc23)cc1	0	10	-2	-5	1	2	6	98	-2.0	0.1
COc1ccc(-c2cc(-c3cc(OC)ccc3O)[nH]n2)cc1	-3	3	-7	-9	-4	-2	-3	98	4.5	0.6
CC(=O)NC1(C(=O)O)CCCC1	2	-2	-17	-15	0	0	9	102	0.4	0.0
CC(=O)OCC(=O)Nc1cc(S(=O)(=O)N2CCCCCC2)ccc1Cl	-1	10	-1	6	2	2	13	99	-0.2	0.1
COc1ccccc1N1CCN(S(=O)(=O)c2cn(C)nc2C)CC1	-2	4	0	.	-1	7	-3	89	0.2	0.1
O=NN(Cc1cccnc1)Cc1cccnc1	2	.	.	-3	2	4	.	96	.	-0.3
Cc1c(NC(=O)Nc2ccc(Cl)c(Cl)c2)c(=O)n(-c2ccccc2)n1C	-7	3	-20	-4	-5	-2	14	105	2.5	0.1
O=C(CP(=O)(c1ccccc1)c1ccccc1)Nc1cccc(CP(=O)(c2ccccc2)c2ccccc2)c1	7	1	9	-16	1	6	-5	105	3.5	0.0
CN1/C(=C\C(=O)c2cccs2)C(C)(C)c2ccccc21	-8	-5	-19	-5	4	-4	5	97	0.0	0.4

The final 5 entries of the part before come first, to join the parts.
SMILES	Cardio protect	PDI inh	Vif imaging	CaV13 FRET inh	N-glyco inh	HTR2A ag	MC4R antag cAMP	ABCB6 inh MLPCN	MC4R barr agon	aDG glyco act
COc1ccccc1N1CCN(S(=O)(=O)c2cn(C)nc2C)CC1	-2	4	0	.	-1	7	-3	89	0.2	0.1
O=NN(Cc1cccnc1)Cc1cccnc1	2	.	.	-3	2	4	.	96	.	-0.3
Cc1c(NC(=O)Nc2ccc(Cl)c(Cl)c2)c(=O)n(-c2ccccc2)n1C	-7	3	-20	-4	-5	-2	14	105	2.5	0.1
O=C(CP(=O)(c1ccccc1)c1ccccc1)Nc1cccc(CP(=O)(c2ccccc2)c2ccccc2)c1	7	1	9	-16	1	6	-5	105	3.5	0.0
CN1/C(=C\C(=O)c2cccs2)C(C)(C)c2ccccc21	-8	-5	-19	-5	4	-4	5	97	0.0	0.4
CCn1c(COc2cccc(C)c2)nnc1SCC(=O)N1CCCC1	-1	6	7	-4	1	-1	10	99	-1.9	0.1
COc1cc([N+](=O)[O-])ccc1NC(=O)Nc1cnccn1	-9	-6	-5	.	0	3	20	95	1.4	-0.3
CCCN(C(=O)CSCC(=O)Nc1cccc(C)c1)c1c(N)n(Cc2ccccc2)c(=O)[nH]c1=O	2	3	8	-6	-2	1	4	101	-2.8	0.1
CC(=O)Nc1ccc2c(c1)C(=O)c1ccc(Cl)cc1-2	-4	-1	-2	-18	1	1	-5	104	-0.1	-0.1
CN(C(=O)CSc1nnc(Nc2ccccc2)s1)c1c(N)n(Cc2ccccc2)c(=O)[nH]c1=O	8	10	17	-5	0	0	2	90	-1.9	0.1
Nc1ccc2nc(NC(=O)C3CCCCC3)sc2c1	-10	-2	-2	-3	0	-1	14	99	-0.2	0.0
CC(C)(C)c1ccc(-c2nc(C#N)c(NCc3cccnc3)o2)cc1	-8	-2	-3	-4	1	-4	-7	97	2.9	0.9
CC(=O)Nc1ccc(NC(=O)CCSCCc2ccccn2)cc1	2	6	-5	4	4	4	5	97	0.5	0.1
CCC(=O)Oc1ccc(C(=O)Nc2ccc([N+](=O)[O-])cc2)cc1	-13	4	4	4	2	-2	14	98	-2.9	-0.4
N#Cc1ccc(OCC(=O)N2CCN(S(=O)(=O)c3cccs3)CC2)cc1	5	-3	-5	-2	-1	-2	17	96	-0.5	-0.1
Cc1cc(-c2nnc(CCC(=O)NCc3ccc(F)c(F)c3)o2)no1	7	4	-1	2	0	-2	10	94	-3.3	-0.4
O=C(O)c1ccccc1CSc1nnnn1-c1ccccc1	3	6	-5	-20	1	5	7	101	-2.3	0.0
O=C(Cc1ccc([N+](=O)[O-])cc1)NCc1ccc2c(c1)OCO2	-5	0	3	-3	2	-3	-2	95	-1.2	0.4
O=[N+]([O-])c1ccc(N2CCOCC2)cc1N1CCCCC1	6	0	17	-2	0	4	20	101	-3.7	0.3
CCOc1ccc(CCNC(=O)C2CCN(c3nnc(-n4cccc4)s3)CC2)cc1OCC	0	-8	-10	-6	-1	2	2	88	-1.5	-0.1
O=C(NCc1cccc(Cl)c1)c1cnccn1	8	-15	16	-8	1	0	-1	101	-1.8	-0.1
COc1ccc(C=O)c(-c2c(CCO)sc3ccccc23)c1	.	.	.	-7	.	8	.	96	.	0.1
Cc1onc(-c2c(Cl)cccc2Cl)c1C(=O)Nc1nccs1	4	11	-4	-2	-2	0	22	92	0.4	-0.1
CC1CN(C(=O)c2cccc(S(=O)(=O)N3CCOCC3)c2)CC(C)O1 (stereo unspecified)	0	-5	0	-6	1	10	1	98	-1.0	0.1
O=C1CC2(CCN(C(=O)c3ccc(F)cc3)CC2)Oc2ccccc21	2	9	-1	-2	-3	1	2	104	-2.6	0.1
CC(=O)NC(c1ccc(F)c(F)c1)c1nc(-c2cccc(F)c2)cs1 (stereo unspecified)	-6	-1	-4	-4	-1	4	6	95	-1.3	0.1
NC(=O)c1ccc(C(=O)N/N=C(/Cc2ccccc2)c2ccccc2)cc1	2	-3	23	.	1	-6	-2	109	-1.0	-0.2
O=c1c(N2CCOCC2)coc2ccccc12	-2	8	.	0	-1	4	22	104	-0.2	-0.1
CC(C)(C)OC(=O)C[C@H]1C/C=C\C[C@H](CC(=O)NCCO)C(=O)NC[C@H](c2ccccc2)OC1=O	13	-1	-3	-9	-1	1	6	98	-1.2	-0.3
CCOC(=O)C1(CCOC)CCN(C(=O)c2ccc(CSC)o2)CC1	0	-7	10	.	2	5	1	96	-1.3	0.4
CN(C)CCN(C(=O)c1ccc(S(=O)(=O)N2CCCC2)cc1)c1nc2ccc(Br)cc2s1	10	11	-3	-3	-1	-8	0	96	-3.4	0.3
Cc1ccccc1NC(=O)COC(=O)c1ccc(CSc2ccc(Cl)cc2)cc1	-6	3	-18	-5	4	-1	-2	89	7.0	-0.3
O=C(c1c(F)cccc1F)N(C1CCCCC1)C1CCCCC1	-6	4	4	-4	-5	4	8	88	3.0	0.1
COc1ccc(NC(=O)c2c(F)cccc2Cl)cc1S(=O)(=O)N1CCOCC1	3	4	2	-5	2	-6	8	116	-1.6	-0.1
CCN(CC(=O)NCc1ccc(Cl)cc1)C(=O)c1c(C)noc1C	-5	2	-7	-3	1	1	3	96	-1.2	0.0
COc1ccccc1NC(=O)N1CCN(c2cc(-c3ccccc3)nc3ncnn23)CC1	-8	-15	-6	-8	4	6	10	94	-0.9	1.9
CCOC(=O)CN1C(=O)S/C(=C/c2cccc([N+](=O)[O-])c2O)C1=O	-9	1	-6	-4	2	0	0	102	-5.3	0.3
C/C(=N\NC(=O)c1ccoc1C)c1ccc(Br)s1	7	5	-3	.	3	-6	5	103	-0.3	-0.2
Cc1ccccc1N1CCN(S(=O)(=O)c2ccc3ccccc3c2)CC1	-13	-2	-15	-2	-3	2	-4	99	0.5	-0.4
C[C@H](CO)N1C[C@H](C)[C@@H](CN(C)C(=O)Nc2ccc(C(F)(F)F)cc2)Oc2ccc(NC(=O)C3CC3)cc2C1=O	-7	2	5	-4	2	-4	14	103	6.4	0.5
O=C1C=C(NC2CC2)C2(CCCCC2)O1	-1	6	1	.	-1	-1	-1	102	1.6	0.0

3 entries out of the list above, arranged by the value under MC4R barr agon, high to low.
smiles | PDI inh | Vif imaging | CaV13 FRET inh | N-glyco inh | HTR2A ag | MC4R antag cAMP | ABCB6 inh MLPCN | MC4R barr agon | aDG glyco act
O=C1C=C(NC2CC2)C2(CCCCC2)O1 | 6 | 1 | . | -1 | -1 | -1 | 102 | 1.6 | 0.0
CN(C)CCN(C(=O)c1ccc(S(=O)(=O)N2CCCC2)cc1)c1nc2ccc(Br)cc2s1 | 11 | -3 | -3 | -1 | -8 | 0 | 96 | -3.4 | 0.3
CCOC(=O)CN1C(=O)S/C(=C/c2cccc([N+](=O)[O-])c2O)C1=O | 1 | -6 | -4 | 2 | 0 | 0 | 102 | -5.3 | 0.3

Next section
SMILES	Cardio protect	PDI inh	Vif imaging	CaV13 FRET inh	N-glyco inh	HTR2A ag	MC4R antag cAMP	ABCB6 inh MLPCN	MC4R barr agon	aDG glyco act
CC(C)CCNC(=O)C1CCC(CNc2c(N3CCC(C)CC3)c(=O)c2=O)CC1 (stereo unspecified)	4	-2	-1	-5	0	5	1	88	0.3	-0.1
S=C(NCCCc1cnc[nH]1)NCCCN(Cc1ccc(Cl)c(Cl)c1)c1ccc(Br)cn1	-4	-4	-13	-7	-5	-9	1	101	17*	-0.1
COc1ccc(CCNC(=O)CC2SC(=Nc3cc(C)cc(C)c3)NC2=O)cc1OC (stereo unspecified)	-2	1	-4	2	1	-2	2	104	-0.2	-0.2
CCN1C(=O)/C(=C2/C=CC=CN2C)OC1=S	-2	6	2	-6	-1	6	10	100	1.4	-0.2
CCOc1ccc(OCCC(=O)N(CC)CC(=O)Nc2ccccc2OC)cc1	-5	0	-8	-6	1	6	26	99	-1.9	0.0
CC1(C)CC(CC(=O)O)(c2ccc(F)cc2)CCO1 (stereo unspecified)	4	22	13	-8	2	6	4	101	-0.5	-0.1
Cc1cc(C)c(OCCOCCN2CCCC2)c(C)c1	4	0	-2	-1	0	-4	-2	100	-1.2	-0.1
O=C(CC[C@H]1O[C@@H](n2ccc(=O)[nH]c2=O)[C@H](O)[C@@H]1O)N1CCN(c2ccccn2)CC1	2	.	13	-7	2	2	.	99	.	0.0
O=C(CCCCCNC(=O)c1ccccc1Br)N=Nc1c(O)[nH]c2ccccc12	1	1	-4	-7	12	-4	-4	96	-0.1	0.1
